Source: PubChem BioAssay
STAT3 act: IL-6 driven STAT3 reporter potentiators, primary screen, U3A cells, luciferase, luminescence, MLSCN library; 190,000 tested, 0.91% active; IL-6 STAT3-luciferase reporter; 100% = signal with IL-6 EC80 alone; AID 871, 2007; activation (% of control), % at 5.6 µM;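 active means activation above the screen-wide mean of compound activation plus 3 SD, cut at about 130% in these data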;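 further: 0% = background luminescence of wells with medium and substrate only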
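Test system: STAT3-luciferase reporter U3A cells; Detection: reporter luminescence signal; Times: 1 h compound pre-exposure, 6 h IL-6 stimulation, 37 °C; Benchmarks: IL-6-only high control; Also added: IL-6 stimulus at 33 ng/mL final.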
STAT1 blocker: STAT1 signaling inhibitors, primary screen, cell-based, HTS, luciferase reporter. 200,000 tested, 0.35% active. NIH 3T3 STAT1-luciferase reporter, IFN-gamma, luminescence. inhibition, % at 5.5 µM. AID 920, 2007;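 active means inhibition above a set limit, the mean inhibition across all tested compounds plus 3 SD, cut at about 34% in these data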;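 further: 0% = IFN-gamma with DMSO and 100% = IFN-gamma with 300 µM nifuroxazide; values of inactives mirror those of a sister screen read the other way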
Diaphorase act: compounds boosting diaphorase resazurin reduction – biochemical, uHTS, resorufin fluorescence, counter-screen for diaphorase-coupled primary assays, primary screen. Diaphorase/resazurin coupled assay, 16 min; hits give high values; 1 = vehicle wells, 0 = NADH-free wells. activation factor at 20 µM. 190,000 tested, 0.005% active. AID 1229, 2008;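 active means diaphorase activity raised at least twofold by the compound at 20 µM; inactive means activation factor below 2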
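Material: bacterial diaphorase enzyme (C. kluyveri); amount: enzyme 0.07 U/mL final; reagent: NADH substrate 0.114 mM plus resazurin dye 0.1 mM, final; doses: single compound dose of 20 µM, 1% DMSO final; timing: 16 min enzyme reaction, ambient temperature; measured by: fluorescence of resorufin, 544 nm excitation, 590 nm emission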
Diaph inh CS: diaphorase inhibitors and chemical oxidizers, primary screen, counter-screen for diaphorase-coupled primary assays, biochemical, uHTS, resorufin fluorescence. 190,000 tested, 0.69% active. diaphorase resazurin-to-resorufin fluorescence, NADH, 16 min; bacterial (C. kluyveri) enzyme, not human. inhibition, % at 20 µM. AID 1217, 2008;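 active means primary screen inhibition at 20 µM above a set limit, cut at about 50% in these data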;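 further: plate controls were DMSO with full reaction for no effect and wells lacking NADH for full effect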
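Benchmarks: positive control wells lacking NADH, neutral wells with DMSO only. System: bacterial diaphorase enzyme (C. kluyveri). Input: 0.14 U/mL diaphorase, enzyme working solution. Detection: resorufin fluorescence, excitation 544 nm, emission 590 nm. Times: 16-min room-temperature incubation before reading.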
Hsp70 act: Hsp70 transcriptional activators, primary screen, cell-based, HeLa, Hsp70 promoter luciferase, luminescence, 10 µM; HeLa Hsp70 promoter luciferase reporter; scaled: vehicle 0, proteasome-inhibitor control 100%; activation, % at 10 µM; 200,000 tested, 0.04% active; AID 1203, 2008;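 active means activation above the mean across all tested compounds plus 3 SD, cutoff set per campaign, cut at about 5.5% in these data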;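 further: 100% = MG132 at 30 µM as the positive control and 0% = DMSO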
G6PDH counter: L. mesenteroides G6PDH inhibitors, counter-screen for G6PDH-coupled screening assays, biochemical, Leuconostoc mesenteroides enzyme. glucose-6-phosphate dehydrogenase [Leuconostoc mesenteroides]. Purified L. mesenteroides G6PDH, diaphorase/resazurin coupled fluorescence, 45 min. inhibition, % at 5 µM. 200,000 tested, 0.12% active. AID 1020, 2008; in the data active means inhibition above about 50%
TLR4-MyD88 BLA: inhibitors of TLR4-MyD88 association in cells, primary screen, cell-based, HeLa CL3-4, BLA complementation, FRET ratio; HeLa CL3-4 TLR4/MyD88 BLA complementation; Toll-like receptor 4 (Homo sapiens) + Myeloid differentiation primary response protein …; AID 861, 2007; inhibition, % at 8.4 µM; 200,000 tested, 0.18% active; in the data active means inhibition above about 25%;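 further: 0% = vehicle and 100% = reference inhibitor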
Target sequence (O00206 whole entry, looked up): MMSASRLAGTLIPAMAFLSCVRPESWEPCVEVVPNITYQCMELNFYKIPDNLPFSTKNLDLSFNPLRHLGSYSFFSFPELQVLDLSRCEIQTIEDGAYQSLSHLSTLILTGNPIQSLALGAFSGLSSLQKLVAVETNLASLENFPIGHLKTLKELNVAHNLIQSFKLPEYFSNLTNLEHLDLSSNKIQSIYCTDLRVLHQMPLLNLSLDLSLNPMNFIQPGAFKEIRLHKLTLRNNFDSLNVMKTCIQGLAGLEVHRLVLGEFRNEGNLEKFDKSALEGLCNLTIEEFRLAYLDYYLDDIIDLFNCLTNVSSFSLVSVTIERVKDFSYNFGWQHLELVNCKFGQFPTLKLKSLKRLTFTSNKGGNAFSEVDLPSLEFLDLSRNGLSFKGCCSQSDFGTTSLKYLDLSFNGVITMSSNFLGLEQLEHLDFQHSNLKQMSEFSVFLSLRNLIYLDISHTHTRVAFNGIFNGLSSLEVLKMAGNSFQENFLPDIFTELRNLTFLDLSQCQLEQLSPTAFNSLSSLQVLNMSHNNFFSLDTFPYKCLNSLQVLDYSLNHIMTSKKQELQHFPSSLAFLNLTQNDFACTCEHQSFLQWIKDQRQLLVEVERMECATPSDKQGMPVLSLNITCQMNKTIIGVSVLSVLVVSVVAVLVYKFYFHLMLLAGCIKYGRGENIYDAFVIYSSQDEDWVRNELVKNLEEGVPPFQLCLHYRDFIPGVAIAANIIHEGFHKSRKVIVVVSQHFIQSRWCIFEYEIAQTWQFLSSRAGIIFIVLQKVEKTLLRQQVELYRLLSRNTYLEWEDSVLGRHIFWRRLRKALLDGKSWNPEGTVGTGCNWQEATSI
Target sequence (Q99836 whole entry, looked up): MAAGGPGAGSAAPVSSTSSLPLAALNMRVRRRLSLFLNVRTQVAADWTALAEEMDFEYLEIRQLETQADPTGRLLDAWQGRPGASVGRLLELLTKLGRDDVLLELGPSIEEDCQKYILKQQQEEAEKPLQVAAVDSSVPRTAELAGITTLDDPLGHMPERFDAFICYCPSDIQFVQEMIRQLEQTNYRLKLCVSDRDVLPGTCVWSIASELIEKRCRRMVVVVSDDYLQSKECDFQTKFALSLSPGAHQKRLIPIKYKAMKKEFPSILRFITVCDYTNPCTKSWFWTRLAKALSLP
APP transl inh: inhibitors of APP translation via 5'UTR reporter, primary screen, APP 5'UTR luciferase, SH-SY5Y cells. SH-SY5Y APP 5'UTR-luciferase reporter, luminescence. inhibition, % at 2 µM. 190,000 tested, 0.82% active;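 active means inhibition above a set limit, derived from the sample mean plus 3 SD, cut at about 45% in these data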; further: values of inactives mirror those of a sister screen read the other way
STAT3 inh: IL-6 driven STAT3 reporter inhibitors, primary screen, U3A cells, luciferase, luminescence, MLSCN library; IL-6 STAT3-luciferase reporter; host cell line lacks STAT1; 190,000 tested, 0.89% active; AID 862, 2007; inhibition, % at 5.5 µM;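 active means inhibition above the mean inhibition across all screened compounds plus 3 SD, cut at about 44% in these data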;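 further: 0% = DMSO only wells and 100% = 100 µM nifuroxazide control wells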
STAT1 act: STAT1 signaling activators, primary screen, cell-based, HTS, luciferase reporter; activation (% of control), % at 5.5 µM; 200,000 tested, 2.6% active; NIH 3T3 STAT1-luciferase reporter, IFN-gamma, luminescence; 100% = IFN-gamma alone, no compound;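 active means activation above the screen-wide mean activation plus 3 SD, cut at about 130% in these data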;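 further: raw ratio to IFN-gamma control signal so 100% means no change and 0% no light; values of inactives mirror those of a sister screen read the other way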
Starred values were filed as active, the others as inactive. A portion of the library; rates above refer to the full screens.

Start of the data: the first 7 records (preview)
SMILES	STAT3 act	STAT1 blocker	Diaphorase act	Diaph inh CS	Hsp70 act	G6PDH counter	TLR4-MyD88 BLA	APP transl inh	STAT3 inh	STAT1 act
CCCCCCn1c(O)c(C=NCCN2CCOCC2)c(=O)[nH]c1=O	89	4	1	4	-0.5	0	4	-9	16	97
O/N=C1\CCC2CN(C3CCCCC3)CC2C1 (stereo unspecified)	96	-8	0.8	18	-0.2	4	8	-4	11	108
O/N=C1/C(=C\c2ccccc2)N2CCC1CC2	95	10	0.9	14	-0.3	3	-1	-1	8	91
CC(=O)Nc1ccccc1C(=O)OCc1ccc(C(=O)c2ccccc2)cc1	74	-8	0.7	31	-0.3	4	-5	-20	36	107
CN1CCc2nc3sc(C(=O)NC(C)(C)C)c(N)c3cc2C1	82	-14	0.9	9	-0.1	4	-12	7	25	112
CC12CN3CC(C)(CN(C1)C3c1ccco1)C2=O (stereo unspecified)	103	5	0.8	15	-0.7	18	-10	-4	4	95
O=P(O)(O)/C=C(\Cl)c1ccccc1	95	3	1	1	0.0	-1	-10	6	12	97

All compounds of this part, from the start:
SMILES	STAT3 act	STAT1 blocker	Diaphorase act	Diaph inh CS	Hsp70 act	G6PDH counter	TLR4-MyD88 BLA	APP transl inh	STAT3 inh	STAT1 act
CCCCCCn1c(O)c(C=NCCN2CCOCC2)c(=O)[nH]c1=O	89	4	1	4	-0.5	0	4	-9	16	97
O/N=C1\CCC2CN(C3CCCCC3)CC2C1 (stereo unspecified)	96	-8	0.8	18	-0.2	4	8	-4	11	108
O/N=C1/C(=C\c2ccccc2)N2CCC1CC2	95	10	0.9	14	-0.3	3	-1	-1	8	91
CC(=O)Nc1ccccc1C(=O)OCc1ccc(C(=O)c2ccccc2)cc1	74	-8	0.7	31	-0.3	4	-5	-20	36	107
CN1CCc2nc3sc(C(=O)NC(C)(C)C)c(N)c3cc2C1	82	-14	0.9	9	-0.1	4	-12	7	25	112
CC12CN3CC(C)(CN(C1)C3c1ccco1)C2=O (stereo unspecified)	103	5	0.8	15	-0.7	18	-10	-4	4	95
O=P(O)(O)/C=C(\Cl)c1ccccc1	95	3	1	1	0.0	-1	-10	6	12	97
O=c1[nH]c(=O)n(-c2cccc(Cl)c2)c(O)c1C=NCCN1CCCCC1	99	8	1.2	-16	-0.5	5	13	-11	9	93
CC1OC(NCCc2ccccc2)C(O)C(O)C1O (stereo unspecified)	109	-8	1	4	0.0	9	0	3	-4	107
C(=NC12CN3CN(CN(C3)C1)C2)c1cccs1	96	-7	1	-1	-0.2	3	2	1	14	106
CCOP(=O)(OCC)C(O)c1ccc(OC)c(OC)c1 (stereo unspecified)	95	-4	1	5	0.0	6	5	0	16	104
O=c1[nH]c(=S)n(C2CC2)c(O)c1C=Nc1cccc(C(F)(F)F)c1	101	0	1.1	-12	-0.4	10	-2	0	-6	100
CC(=O)N1N=C2C3CCN(CC3)C2C1c1ccc(C)cc1 (stereo unspecified)	104	7	1.1	-7	-0.2	9	2	23	-5	93
CCN(CC)c1ccc(/C=C2\C(=O)NC(=O)N(Cc3ccco3)C2=O)cc1	95	1	0.9	12	-0.1	-7	7	16	7	99
CC(C)C12CN3CCN(CC(C3)C1O)C2 (stereo unspecified)	98	3	1	2	0.6	0	-15	-4	4	95
COc1ccc(C2NCc3ccc4c(c3-n3cccc32)OCO4)cc1O (stereo unspecified)	106	3	1	4	0.1	-2	18	94*	-3	97
CCOC(=O)C1CCN(/C=C2\C(=O)NC(=S)N(CC)C2=O)CC1	100	2	0.9	9	-0.2	7	-11	-13	3	98
O=S(=O)(c1ccccc1)N1CN2CCN(C2)C1	97	0	0.9	14	0.1	6	4	5	7	100
COc1ccc(CCNC2CCCCC2)cc1OC	104	3	1	2	0.1	13	2	7	3	96
Cc1ccc(-c2nc3ccccc3c(=O)n2-c2ncccc2C)cc1	94	1	0.9	11	0.2	4	11	20	13	99
O=C(c1ccc(Cl)cc1)C1CCCN(Cc2cccc3cnccc23)C1 (stereo unspecified)	88	22	0.9	8	-0.3	0	0	17	24	79
O=[N+]([O-])c1ccc(N2CCOCC2)c2cccnc12	111	3	0.9	10	-0.3	2	1	-12	0	96
CCOP(=O)(OCC)C1(O)C(=O)Nc2ccccc21 (stereo unspecified)	103	-2	0.9	7	-0.3	1	-14	3	-6	104
O=C1CSC2(CN3CCC2CC3)N1 (stereo unspecified)	98	0	1	2	-0.1	1	-11	-8	3	100
O/N=C/c1c[nH]c2ccccc12	127	2	0.9	9	-0.1	-8	2	4	-27	98
Cc1ccsc1C(=O)C1CCCN(Cc2cccn2-c2ccccn2)C1 (stereo unspecified)	106	6	0.9	8	-0.1	4	-1	13	-5	93
CNC(C(=O)c1ccccc1)C(OC)c1ccc(C)cc1 (stereo unspecified)	98	2	0.9	11	-0.7	2	-18	-10	6	98
CCCCn1c(=O)c(C(=O)NCc2ccco2)c(O)c2ccccc21	96	1	0.9	14	-0.3	5	-3	2	12	99
CCCCn1c(=O)c(C=Nc2ccc(Cl)cc2)c(O)n(Cc2ccco2)c1=O	94	14	0.8	16	0.1	-3	7	-4	6	87
CCN1CCN(c2ccc(N)cc2)CC1	101	-6	1	3	-0.1	4	2	-10	6	105
c1ccc2c(CCNC3CCCCC3)c[nH]c2c1	98	7	1	3	-0.3	9	-11	-9	5	93
CC(Cc1ccccc1)[n+]1cc(/N=C(\N)[O-])on1 (stereo unspecified)	101	0	1	3	-0.1	7	-7	4	2	100
CN1C(=O)C(Cc2ccc3c(c2)OCO3)C(=O)N(C)C1=O	96	-2	0.9	7	-0.2	25	-11	-9	7	101
COc1ccc(N2C(=O)CC(N3CC=C(c4ccccc4)CC3)C2=O)cc1 (stereo unspecified)	102	15	0.8	21	-0.5	-6	-5	-9	-2	87
O=c1[nH]c(=S)[nH]c(O)c1N=Nc1ccc(S(=O)(=O)N2CCc3ccccc32)cc1	97	13	1	2	-0.1	3	-3	15	8	90
CCC(C)n1c(C)cc(C(N)=O)c1C (stereo unspecified)	104	-8	0.9	14	0.1	11	-8	-8	0	104
CCCCN(Cc1ccccc1)C1CCN(CCc2ccccc2)CC1	104	-6	0.9	7	-0.4	10	-5	-1	-3	105
CN(CCc1ccccc1)Cc1ccccc1[N+](=O)[O-]	98	-2	1	-4	-0.1	8	11	-3	9	102
Nc1ccc2cc(Br)ccc2c1	89	-12	0.6	39	-0.2	4	-5	-8	18	107
O=c1c2cc(Br)ccc2[nH]c(=S)n1-c1ccccc1	106	-3	1	-2	-0.1	2	-10	-21	-5	101
Fc1ccc(CCNCc2ccc(Cl)c(Cl)c2)cc1	105	5	0.9	12	0.0	2	12	-8	-2	96
COc1ccc(S(=O)(=O)Cc2ccc(C(=O)N3CCC4(CC3)OCCO4)o2)cc1	92	6	1.1	-12	-0.3	-5	-15	-16	14	95
O=c1[nH]c(O)c(N=Nc2ccc(S(=O)(=O)N3CCOCC3)cc2)c(=O)[nH]1	105	-1	0.9	7	-0.3	0	14	10	-1	99
O=C1c2cccc3cccc(c23)C(=O)N1/N=C/c1c(O)n(-c2ccccc2)c(=O)[nH]c1=O	96	-1	0.9	7	0.8	8	-17	-4	13	101
O=C1OCCN1P(=O)(c1ccccc1)c1ccccc1	108	0	0.9	6	0.5	6	1	-5	-7	100
COCC(C)OC(=O)c1c(N)n(Cc2ccco2)c2nc3ccccc3nc12 (stereo unspecified)	109	6	0.9	14	0.1	7	-10	0	-6	94
CC(C(O)c1ccccc1)N(C)CCn1cnc2c1c(=O)n(C)c(=O)n2C (stereo unspecified)	103	-5	0.9	12	0.0	6	8	7	2	105
CCN(CC)CCCN=C(C)c1c(O)n(-c2ccc(C)cc2)c(=O)[nH]c1=O	104	-5	0.9	6	-0.5	13	-3	-14	0	104
Cc1sc2ncn(CC(=O)NCC(=O)N3CCC4(CC3)OCCO4)c(=O)c2c1C	106	-5	0.9	10	-0.2	-14	-7	-26	-2	103
CCN(CC)S(=O)(=O)c1ccc(C)c(NCC(=O)Nc2ccc(C#N)c(Cl)c2)c1	102	5	0.8	18	-0.5	7	14	2	-2	96
CCOc1cc(CNCCc2c[nH]c3ccccc23)cc(Cl)c1OCC	105	5	0.9	7	-0.2	4	-1	2	-6	95

3 entries from above, with two lines to a compound:
Every second line gives: STAT3 act, STAT1 blocker, Diaphorase act, Diaph inh CS, Hsp70 act, G6PDH counter, TLR4-MyD88 BLA, APP transl inh, STAT3 inh, STAT1 act
- O=[N+]([O-])c1ccc(N2CCOCC2)c2cccnc12
  111, 3, 0.9, 10, -0.3, 2, 1, -12, 0, 96
- Cc1ccsc1C(=O)C1CCCN(Cc2cccn2-c2ccccn2)C1 (stereo unspecified)
  106, 6, 0.9, 8, -0.1, 4, -1, 13, -5, 93
- CCOP(=O)(OCC)C1(O)C(=O)Nc2ccccc21 (stereo unspecified)
  103, -2, 0.9, 7, -0.3, 1, -14, 3, -6, 104
